NOD1 inhibition = inhibition of NOD1-driven NF-kB reporter – cell-based, luminescence, uHTS, primary screen (AID 1578); NOD1-driven NF-kB luciferase reporter cells, luminescence; higher % means a stronger effect; one-dose inhibition, % at 4 µM; EC50 in µM for titrated hits; 1% of 290,000 active; in the data active = inhibition mostly above about 36%, no sharp cut-off; inactive = mostly below about 34%;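 also: HEK-293T reporter cells stimulated with the NOD1 agonist gamma-tri-DAP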
GPR55 activation = selective activators of receptor GPR55 – imaging, U2OS cells, beta-arrestin-GFP redistribution, primary screen (AID 1961); activation, % at 10 µM; hits with a dose series show EC50 in µM; U2OS GPR55 beta-arrestin-GFP redistribution imaging; higher % means a stronger effect; 0.048% of 290,000 active;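 active = activation above 40% with more than 50 cells counted in the well; inconclusive = wells holding fewer than 50 cells, flagged as toxic or sparse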;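 also: U2OS osteosarcoma cells stably expressing GPR55 and beta-arrestin-GFP; plate controls were DMSO negative control for no effect and LPI positive control for full effect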
KOR beta-arrestin-1 = kappa opioid receptor blockers – cell-based, luminescence, uHTS (AID 1778); KOR beta-arrestin recruitment, luminescence, antagonist mode; higher % means a stronger effect; 0.091% of 290,000 active; one-dose inhibition, % at 10 µM; IC50 in µM for titrated hits; also: strong numbers were not always called active
Myeloid diff MLP = myeloid differentiation induction; ER-HoxA9 myeloid progenitors, lysozyme-GFP differentiation, flow cytometry; calls only at 10 µM; 1% of 360,000 active;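 active = normalized GFP-positive differentiation at or above the plate's own cutoff, the solvent-only control mean plus 3 SD; inconclusive = no clear call, values can overlap the other calls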;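 also: cells exposed to compound for four days before flow analysis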
GPR55 antagonists = inhibition of LPI-stimulated GPR55 beta-arrestin translocation – imaging, U2OS, beta-arrestin-GFP, LPI agonist, primary screen (AID 2013); U2OS GPR55 beta-arrestin-GFP translocation imaging, LPI antagonism; higher % means a stronger effect; one-dose inhibition, % at 10 µM; IC50 in µM for titrated hits; 0.13% of 290,000 active;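 active = spots per cell inhibited over 60%, with over 100 cells counted and total cytoplasm intensity under 500,000; inconclusive = wells with under 100 cells, flagged as likely toxic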;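 also: U2OS cells stably carrying GPR55 and arrestin-GFP stimulated by 5 µM LPI near EC80; imaged beta-arrestin-GFP aggregate spots per cell after agonist stimulation; plate controls were LPI-stimulated DMSO wells for no effect and DMSO wells without LPI for full effect; some results filed as inactive read as strong as hits; confirmed hits need IC50 under 10 µM and bright autofluorescent wells are also inconclusive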
HEK293 NOD2/NF-kB = inhibition of NOD2-driven NF-kB reporter – cell-based, luminescence, uHTS, HEK293 (AID 1566) | HEK293 NOD2/NF-kB luciferase reporter, luminescence; higher % means a stronger effect | 0.63% of 290,000 active | inhibition, % at 4 µM; hits with a dose series show EC50 in µM; also: many of its hits are not listed in these tables
GPR35 arrestin U2OS = inhibition of zaprinast-stimulated GPR35 beta-arrestin translocation – imaging, U2OS, beta-arrestin-GFP, zaprinast agonist, primary screen (AID 2058). U2OS GPR35 beta-arrestin-GFP translocation imaging, zaprinast antagonism; higher % means a stronger effect. one-dose inhibition, % at 10 µM; IC50 in µM for titrated hits. 0.052% of 290,000 active;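 active = inhibition of at least 50% with at least 30 cells and total cytoplasm GFP at most 10,000,000; inconclusive = under 30 cells or total GFP of 10,000,000 plus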
KOR beta-arrestin-2 = KOR agonists, beta-arrestin recruitment, primary screen, cell-based, luminescence, uHTS (AID 1777). KOR beta-arrestin recruitment, luminescence; higher % means a stronger effect. activation, % at 10 µM, or EC50 in µM where a hit was titrated. 0.02% of 280,000 active; in the data active = activation above about 50%, passing the limit was not always enough; also: a part of the inactive calls stands beside numbers as strong as those of hits
HIV fusion peptide = inhibitors of HIV fusion peptide binding, primary screen, biochemical, uHTS, fluorescence dequenching (AID 1986); cell-free peptide binding, fluorescence dequenching, 30 min; higher % means a stronger effect; 0.3% of 290,000 active; inhibition, % at 20 µM, or IC50 in µM where a hit was titrated; in the data active = inhibition mostly above about 52%, no sharp cut-off; inactive = mostly below about 76%; also: some results filed as inactive read as strong as hits
Myeloid diff MLP GFP+ MAC1+ % = recorded beside Myeloid diff MLP, whose call it bears; GFP+ MAC1+ double positive, %; measured here: differentiation confirmed by MAC1 staining
An asterisk follows results filed as active; i = inactive; ? = inconclusive; · = not tested or not shown; [ ] = remark or other dose. Rule as the data show it, unless noted: active = inhibition above about 50%; inactive = the rest.

SMILES	NOD1 inhibition	GPR55 activation	KOR beta-arrestin-1	Myeloid diff MLP	Myeloid diff MLP GFP+ MAC1+ %	GPR55 antagonists	HEK293 NOD2/NF-kB	GPR35 arrestin U2OS	KOR beta-arrestin-2	HIV fusion peptide
COc1ccc(CNC(=O)c2c(O)c3cccc4c3n(c2=O)CCC4)cc1	4.3%	-0.1%	11.2%	i	1.1	3.4%	15.3%	1.5%	0.6%	-1.7%
O=C(Nc1ccc2c(c1)CCC2)C1CCCO1 (centres undefined)	-21.8%	0.3%	-50.2%	i	6.2	-0.9%	-10.2%	4.1%	3.7%	2.1%
COc1ccc(/C=C/C(=O)NCCc2nc3ccccc3[nH]2)cc1	-3.2%	-0.1%	·	i	0.5	-5.5%	-11.8%	4.1%	0.7%	-1.2%
COCCCNc1ccnc2c(Cl)cccc12	6.4%	-0.2%	16.4%	i	0.9	10.0%	11.0%	3.4%	-3.4%	-2.8%
CN(C)C(=O)N1CCNCC1	-35.8%	0.2%	-12.0%[20 µM]	i	0.7	-1.9%	4.5%	5.1%	·	-1.5%
Cc1ccccc1C(=O)NC(CC(C)C)C(=O)OCc1cc(=O)n2cc(Br)ccc2n1 (centres undefined)	-36.8%	-0.2%	33.7%	i	0.4	0.4%	-22.6%	9.0%	1.9%	1.3%
O=C(CNc1ccc2ccccc2c1)N/N=C/C=C/c1cccc([N+](=O)[O-])c1	-17.1%	-0.1%	7.8%	i	0.5	-11.5%	-19.4%	7.7%	1.6%	-8.1%
O=C(COc1cccc(NC(=O)c2ccccc2)c1)c1ccc(F)cc1	-19.1%	0.8%	-7.9%	i	1.1	9.5%	-15.2%	1.5%	-3.0%	1.3%
CCn1c(=O)c(C(=O)NNC(=O)c2ccccc2Br)c(O)c2ccccc21	1.3%	-0.2%	-22.8%	i	0.5	-5.1%	18.1%	5.1%	-2.9%	5.5%
COc1ccc(S(=O)(=O)N(CC(=O)O)c2ccccc2)cc1	2.9%	0.0%	-1.1%	i	11.1	19.7%	0.3%	-0.8%	-2.3%	0.7%
CN(CC(=O)Nc1ccc(C#N)cc1)Cc1ccc(Cl)cc1	18.8%	0.0%	31.9%	i	0.4	-5.7%	5.1%	-13.2%	7.4%	-2.2%
O=C(NCc1ccccc1)c1ccc2c(=O)n(CCCN3CCCC3=O)c(=S)[nH]c2c1	-13.2%	-0.1%	-0.2%	i	1.1	6.0%	6.5%	-1.0%	-3.9%	-3.7%
CCN1CCN(c2ccc(NC(=O)Cc3ccccc3)cc2)CC1	-10.3%	0.2%	-67.6%	i	1.4	12.6%	-6.7%	12.1%	-1.2%	-0.9%
CC1(c2ccc(OC(F)F)cc2)NC(=O)N(CC(=O)NC2CCCCC2)C1=O (centres undefined)	8.0%	0.7%	10.0%	i	12.7	3.6%	-1.1%	-11.3%	-2.7%	-2.9%
CCOC(=O)C(=O)N(Nc1ccc(C)cc1)c1ccc(C)cc1	8.0%	-0.1%	12.2%	i	0.8	1.8%	-15.1%	-6.5%	1.5%	0.5%
CN1C(C(=O)NCc2ccco2)CC2Cn3c(nc4cc5ccccc5cc43)C21 (centres undefined)	4.9%	-0.1%	17.3%	i	0.6	18.0%	15.4%	-4.0%	-2.4%	-1.4%
CCN(CC)C(=O)CSc1nsc(SCC(=O)N(CC)CC)c1C#N	5.1%	-0.2%	7.5%	i	0.4	9.1%	-0.5%	-6.9%	0.3%	-0.4%
CCN(C(=O)CSc1n[nH]c(-c2cccs2)n1)C1CCS(=O)(=O)C1 (centres undefined)	-1.2%	-0.1%	30.1%	i	0.5	-1.0%	-3.6%	-3.4%	-1.6%	-0.6%
COc1cc(CN2CCC(n3nccc3NC(=O)CCCc3ccccc3)CC2)ccc1F	-8.3%	0.2%	-37.2%	i	0.7	-10.8%	6.6%	0.0%	2.8%	-1.4%
CCOC(=O)C1CCCN(C(=O)c2ccc(Cl)c(S(=O)(=O)N3CCCCCC3)c2)C1 (centres undefined)	-22.8%	-0.1%	-24.2%	i	0.4	-14.2%	1.5%	-5.5%	6.0%	-0.9%
CC1=[N+](C)N(c2ccccc2)C(=O)C1N=Cc1c(Cl)cccc1Cl (centres undefined)	-12.3%	0.1%	30.0%	i	0.0	-6.0%	-4.2%	-3.7%	1.5%	0.7%
O=C(NCC1OCCCN1S(=O)(=O)c1cc(F)ccc1F)C(=O)NC1CCCCC1 (centres undefined)	-19.1%	-0.5%	5.8%	i	0.3	3.3%	13.9%	0.7%	2.4%	-0.7%
N/C(CSc1nc(-c2ccccc2)c(-c2ccccc2)o1)=N\O	-4.9%	-0.2%	18.9%	i	0.4	-6.9%	-8.4%	8.5%	2.7%	-2.4%
O=C(CCCOc1ccccc1)Nc1ccncc1	2.7%	-0.2%	-8.5%	i	0.8	-0.3%	13.0%	-10.7%	-5.1%	-0.4%
NNC(=O)c1cccn(Cc2ccc(Cl)cc2Cl)c1=O	-8.2%	-0.1%	-9.1%	i	1.1	-2.7%	12.8%	-16.1%	2.2%	0.8%
(cont.)
SMILES	NOD1 inhibition	GPR55 activation	KOR beta-arrestin-1	Myeloid diff MLP	Myeloid diff MLP GFP+ MAC1+ %	GPR55 antagonists	HEK293 NOD2/NF-kB	GPR35 arrestin U2OS	KOR beta-arrestin-2	HIV fusion peptide
O=C(Nc1ccc(Cn2cccn2)cc1)c1ccc(COc2ccc(Br)cc2)cc1	-2.3%	0.1%	-39.1%	i	0.8	9.1%	-21.2%	-19.5%	-1.3%	3.9%
O=S(=O)(c1ccc2ccccc2c1)N1CCCOC1	9.8%	-0.3%	9.2%	i	0.5	9.9%	10.1%	-1.9%	2.1%	1.2%
O=C(Nc1ccccc1O)c1ccc([N+](=O)[O-])cc1	1.0%	-0.2%	2.7%	i	1.0	10.0%	8.7%	11.3%	-3.6%	-1.8%
CCC(CO)NCc1ccc(OC2CCCC2)cc1 (centres undefined)	-10.8%	-0.2%	-52.5%	i	2.0	-2.8%	-6.8%	3.7%	0.3%	0.5%
CCc1ccc2c(COn3nnc4ccc(S(=O)(=O)N(C)C)cc43)cc(=O)oc2c1	-4.2%	0.1%	-35.8%	i	1.2	-15.8%	7.4%	1.6%	-1.5%	-0.8%
CCOC(=O)N1CCC(NS(=O)(=O)c2ccc3c(c2)oc(=O)n3C)CC1	-16.4%	-0.2%	-19.3%	i	2.6	-7.1%	8.7%	24.1%	-2.7%	-0.6%
CCOc1ccc(-n2c(=S)sc3c(=O)[nH]c(SCC(=O)NC(C)CC)nc32)cc1 (centres undefined)	-29.7%	-0.1%	-14.5%	i	2.0	15.1%	-8.0%	6.1%	-6.2%	1.0%
CCOc1ccc(S(=O)(=O)N2CCCC(C(=O)NCc3ccncc3)C2)cc1Cl (centres undefined)	28.2%	-0.2%	-25.6%	?	·	4.4%	23.1%	-4.3%	-2.1%	0.0%
O=c1c2ccc(Cl)cc2nc(-c2ccc([N+](=O)[O-])cc2)n1O	-5.1%	-0.3%	-32.3%	i	0.8	-10.9%	38.9%	-9.7%	2.9%	9.2%
Cc1ccc(/C=C2\SC(=S)N(CCCC(=O)NC3CCCC3)C2=O)cc1	39.6%	-0.1%	-31.5%	i	1.9	8.1%	12.7%	0.2%	25.1%	-1.3%
Cc1ccsc1C(=O)Nc1ccc(OCc2ccccc2)cc1	-81.7%	-0.2%	-10.6%	i	0.6	-2.4%	-81.4%	2.7%	-2.9%	0.2%
Cc1cc(C)c2oc(-c3cccc(N)c3)nc2c1	-3.5%	-0.1%	-49.7%[20 µM]	i	1.4	6.0%	-28.9%	11.6%	3.8%	-1.9%
CN1C(=O)c2ccccc2C(C(=O)O)C1c1cccc(Cl)c1 (centres undefined)	-22.8%	-0.2%	-33.6%	i	0.5	-3.1%	1.4%	1.3%	4.2%	1.2%
O=C(/C=C/c1ccc(N2CCOCC2)cc1)c1ccccc1	-44.0%	0.2%	-6.4%	i	0.6	5.5%	-31.9%	-6.7%	-3.3%	36.2%
Cc1oc(-c2cccc(F)c2)nc1CN(Cc1ccccc1)C[C@@H]1CCC(=O)N1	-28.8%	-0.3%	6.0%	i	0.8	-1.6%	5.8%	0.4%	-5.4%	0.2%
[N-]=[N+]=CC(=O)CCCN1C(=O)c2ccccc2C1=O	-8.0%	-0.2%	-23.7%	i	0.7	-6.6%	-2.4%	-7.8%	10.1%	7.2%
COc1ccc(C2=NS(=O)(=O)N(C)C(C(=O)NC(C)c3ccccc3)=C2)cc1 (centres undefined)	14.8%	-0.1%	7.6%[20 µM]	i	3.0	-9.5%	20.7%	4.4%	-4.4%	-0.2%
CN(C)c1ccc(CN2CCCC(O)C2)cc1 (centres undefined)	3.8%	0.7%	9.6%	i	0.5	9.6%	13.7%	-12.7%	-0.4%	2.0%
Cc1ccc(C2Nc3ccccc3-c3nc4ccccc4n32)o1 (centres undefined)	-31.1%	-0.3%	-8.7%	i	8.8	-1.4%	-38.5%	-7.6%	-3.7%	1.7%
CC(=O)N1CCN(c2ccc(S(=O)(=O)N3CCCCC3)cn2)CC1	14.2%	0.5%	-40.9%	i	0.6	-12.7%	22.5%	-16.5%	13.6%	-0.9%
O=C(c1cc2c(s1)CCC2)N1CCN(c2ccccc2)CC1	11.9%	0.0%	-47.8%	i	1.1	-24.7%	1.7%	-22.8%	5.0%	7.7%
CC1CN(c2nc(Nc3ccccc3)nc(N)c2[N+](=O)[O-])CC(C)O1 (centres undefined)	1.9%	-0.2%	2.3%	i	0.2	-3.5%	-18.0%	0.0%	6.4%	0.4%
COc1ccc(OC)c(-c2csc(NC(=O)CSc3ccc([N+](=O)[O-])cc3)n2)c1	-11.8%	-0.1%	12.1%	i	1.0	11.1%	-78.5%	-17.8%	0.3%	6.4%
COc1cc(SC)ccc1C(=O)NC1CCCc2ccccc21 (centres undefined)	29.3%	-0.2%	-32.0%	·	·	-3.5%	20.7%	-3.6%	16.0%	-1.6%
CC(C)Cc1ccc(CN2CCCC(NC(=O)c3cnc4ccccn4c3=O)C2)cc1 (centres undefined)	-6.1%	-0.1%	-25.7%	i	0.9	18.5%	14.7%	4.2%	9.2%	0.4%
Cc1cccc(C)c1NC(=O)CCc1nnc2ccc(N3CCCC3)nn12	-16.6%	0.0%	-4.1%	i	1.5	13.7%	12.3%	9.4%	-0.4%	-1.0%
CC(CCc1ccccc1)NC(=O)C(=O)NCCO (centres undefined)	·	0.2%	-0.2%	i	0.7	22.3%	6.0%	12.7%	-0.2%	-2.6%
C#CCOCCOCCOCCNc1nc(N2CCN(C(=O)[C@H](CCC(=O)O)n3cc(C(N)Cc4ccc(O)cc4)nn3)CC2)nc(N2CCN(C(=O)[C@H](CCC(=O)O)n3cc(C(N)Cc4ccc(O)cc4)nn3)CC2)n1 (some centres undefined)	2.9%	-0.2%	12.6%	·	·	-2.2%	-4.4%	-3.4%	3.0%	2.3%

These rows are one share of the data. The share of hits here may be higher or lower than overall.
